Screens as filed in PubChem BioAssay.
SENP6 inh: inhibitors of human SENP6 protease | inhibition, % at 10 µM | Recombinant SENP6 catalytic domain, aminoluciferin luminescence | hit rate 1.8% among 330,000 | AID 2599;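 active = inhibition above about 50% at the single tested dose, limit read from the data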;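 also: plate controls were DMSO wells with enzyme for no effect and DMSO wells lacking enzyme for full effect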
SENP7 inh: inhibitors of human SENP7 protease; Q9BQF6; hit rate 1.5% among 330,000; inhibition, % at 5 µM; recombinant SENP7, Z-RLRGG-aminoluciferin luminescence, 40 min;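 active = inhibition above about 50% at the single test dose, limit read from the data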;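 also: plate controls were DMSO with enzyme for no effect and no enzyme buffer wells for full effect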
SENP8 block-1: blocks human SENP8 cleavage of Nedd8 substrate; hit rate 0.64% among 360,000; inhibition, % at 20 µM; AID 602440; Q96LD8; recombinant SENP8, Nedd8 substrate fluorescence; in the data active = inhibition mostly above about 40%, no sharp cut-off; inactive = mostly below about 27%
Target sequence (Q96LD8 whole entry, looked up): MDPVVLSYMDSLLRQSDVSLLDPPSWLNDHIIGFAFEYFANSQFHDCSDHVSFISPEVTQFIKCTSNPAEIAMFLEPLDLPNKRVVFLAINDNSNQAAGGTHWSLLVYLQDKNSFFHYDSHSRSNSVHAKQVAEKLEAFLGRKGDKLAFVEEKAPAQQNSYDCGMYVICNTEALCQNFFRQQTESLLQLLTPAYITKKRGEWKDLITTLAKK
SENP8 block-2: SENP8 protease inhibition; purified SENP8, Z-RLRGG-aminoluciferin cleavage, luminescence; AID 2540; hit rate 1.2% among 330,000; inhibition, % at 10 µM; in the data active = inhibition above about 50%
HKDC1 inhibitor: inhibitors of human hexokinase HKDC1. recombinant HKDC1, G6PDH/diaphorase resazurin coupled fluorescence. inhibition, % at 20 µM. hit rate 0.16% among 340,000. Q2TB90;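 active = inhibition above about 35% when tested at 20 µM, limit read from the data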;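 also: plate controls were DMSO wells with enzyme for no effect and DMSO wells lacking enzyme for full effect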
Target sequence (Q2TB90 whole entry, looked up): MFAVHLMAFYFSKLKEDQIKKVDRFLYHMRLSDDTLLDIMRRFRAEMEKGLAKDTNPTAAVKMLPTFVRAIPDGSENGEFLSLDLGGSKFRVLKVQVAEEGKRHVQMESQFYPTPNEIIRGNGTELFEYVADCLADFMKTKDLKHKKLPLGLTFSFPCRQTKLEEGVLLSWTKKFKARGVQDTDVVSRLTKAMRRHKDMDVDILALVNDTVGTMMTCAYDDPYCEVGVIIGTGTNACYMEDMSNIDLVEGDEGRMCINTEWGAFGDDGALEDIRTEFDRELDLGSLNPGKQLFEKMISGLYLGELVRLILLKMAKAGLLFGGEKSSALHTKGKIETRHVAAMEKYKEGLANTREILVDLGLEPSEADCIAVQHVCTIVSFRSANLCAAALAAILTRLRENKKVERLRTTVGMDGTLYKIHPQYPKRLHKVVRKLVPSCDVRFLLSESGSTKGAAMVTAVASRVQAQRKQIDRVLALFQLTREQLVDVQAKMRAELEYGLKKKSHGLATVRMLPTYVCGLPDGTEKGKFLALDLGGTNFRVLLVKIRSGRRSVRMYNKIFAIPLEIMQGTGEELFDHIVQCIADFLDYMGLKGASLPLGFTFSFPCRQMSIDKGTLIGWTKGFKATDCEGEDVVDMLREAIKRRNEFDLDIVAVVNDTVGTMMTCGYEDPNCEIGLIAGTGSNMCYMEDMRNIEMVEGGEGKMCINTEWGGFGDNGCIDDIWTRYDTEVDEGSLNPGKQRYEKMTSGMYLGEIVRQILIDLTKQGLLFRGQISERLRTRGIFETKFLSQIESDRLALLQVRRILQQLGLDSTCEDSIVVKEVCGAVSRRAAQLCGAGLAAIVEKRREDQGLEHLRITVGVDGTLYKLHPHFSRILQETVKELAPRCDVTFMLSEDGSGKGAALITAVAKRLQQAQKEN
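Incubation: 90 min at room temperature in dark / Material: recombinant HKDC1 (HK5) hexokinase enzyme, produced in-house / Quantity: enzyme 5 µg/mL final / Compound: one dose of 20 µM, 1% DMSO / Reagent: glucose and ATP substrates / Buffer or medium: Tris pH 8.0 buffer with MgCl2, Tween-20, BSA, BME / Technique: resorufin fluorescence at 613 nm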
Apaf-1 inh: inhibitors of human Apaf-1 apoptosome; O14727; reconstituted apoptosome caspase-3 activity, DEVD-Rh110 fluorescence; inhibition, % at 20 µM; hit rate 0.71% among 330,000; active = inhibition of at least 40% at 20 µM;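 also: plate controls were DMSO wells for no effect and DEVD-CHO caspase inhibitor wells for full effect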
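System: reconstituted apoptosome with Apaf-1, cytochrome c, caspase-9, procaspase-3, dATP; Signal: Rh110 fluorescence intensity; Schedule: 30 min compound preincubation, 50 min activation, room temperature; Reagent: cytochrome c trigger plus (Z-DEVD)2-Rh110 caspase-3 substrate.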
SENP1 FRET inh: SENP1 (human) catalytic domain inhibition. hit rate 0.21% among 360,000. Q9P0U3. recombinant SENP1 catalytic domain, CyPet-SUMO1-YPet FRET cleavage. inhibition, % at 10 µM. AID 624204;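 active = inhibition at least 30% at 10 µM, raw YFP signal under a set limit, fluorescence ratio 0.5 to 1.5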;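 also: 0% = enzyme with DMSO and 100% = no enzyme wells; some results filed as inactive read as strong as hits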
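Controls: no-enzyme wells low, DMSO-plus-enzyme wells high control. Test system: human recombinant His6-tagged SENP1 catalytic domain enzyme. Reagent: SFCypet-SUMO1-SFYpet FRET protein substrate, 25 nM final. Doses: one dose per compound, 10 µM, 0.5% DMSO. Detection: FRET, CFP and YFP emission. Timing: 50 min reaction at room temperature.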
PfGluPho inh: PfG6PD (Plasmodium falciparum) enzyme inhibition; PfGluPho enzyme, NADPH resazurin-diaphorase fluorescence; inhibition, % at 20 µM; hit rate 0.78% among 350,000;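 active = inhibition reaching at least a set limit at 20 µM in the primary screen, cut at about 59% in these data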;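 also: 0% = DMSO wells with substrate and 100% = DMSO wells lacking glucose-6-phosphate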
The depositor's hits bear a star; x = no result given.

item	mol	SENP6 inh	SENP7 inh	SENP8 block-1	SENP8 block-2	HKDC1 inhibitor	Apaf-1 inh	SENP1 FRET inh	PfGluPho inh
1	Cc1ccc(C(=O)OCC(=O)Nc2ncc(Cl)cc2Cl)cc1NC(=O)c1ccco1	13	2	2	0	-6	-3	-9	12
2	Cc1ccc(C(=O)OCc2cc(=O)n3ccsc3n2)s1	-18	0	-33	-1	1	-6	2	12
3	Nn1cnnc1N/N=C/c1ccc(Cl)c([N+](=O)[O-])c1	-8	-4	66*	-7	13	3	2	73*
4	Cc1cc2c(cc1S(=O)(=O)CCC(=O)N(C)C1CCCCC1)OCC(=O)N2	-6	11	4	-6	-6	4	1	3
5	CCOCC(=O)Nc1ccc(S(=O)(=O)N2CCOCC2)cc1	-14	0	27	2	1	-3	1	-25
6	COc1ccc(C(=O)CSc2nnc3ccccn23)cc1OC	-10	-10	9	-9	-5	-1	0	-16
7	COc1ccc(/C=C/C(=O)OC(C)CN2CCCCC2)cc1 (stereo not drawn)	-18	-1	4	-2	-6	-6	3	0
8	O=C(OCC(=O)N1CCCC1)c1c2c(nc3ccccc13)CCCCC2	-13	-3	6	-9	-5	2	-1	8
9	COc1cc(C)ccc1S(=O)(=O)n1nc(C)cc1C	-7	-7	-4	-6	9	0	1	-11
10	CCN(CC)CCn1c(OC)cc(=O)[nH]c1=O	-8	6	43*	0	-2	-2	-1	-5
11	CCc1nc2ccccc2n1CC(=O)Nc1cc(C)on1	-16	2	11	-3	3	-10	2	-4
12	O=C1OCCN1C(=O)[C@H]1[C@H](c2ccc(Cl)cc2)C(c2cccc(Cl)c2)=NN1c1ccc(Br)cc1	x	1	-366	x	-1	11	-23	12
13	O=C(NCc1ccc(C(F)(F)F)cc1)C1CC(c2ccc(C(F)(F)F)cc2)=NO1 (stereo not drawn)	-7	-2	8	11	6	10	0	17
14	CCCCNC(=S)N1CCn2cccc2C1c1ccc(F)cc1 (stereo not drawn)	0	9	15	-1	2	15	1	8
15	CCOC(=O)C1(CC2CCCCO2)CCN(S(=O)(=O)c2cc(C)cs2)CC1 (stereo not drawn)	-20	-2	3	-10	-6	10	0	0
16	CC(=O)c1ccc(S(=O)(=O)Oc2ccc(-c3ccc(C(=O)O)cc3)cc2)cc1	-20	-6	9	-7	0	5	1	-14
17	COc1cc(C)nc(N(C)S(=O)(=O)c2ccccc2Cl)n1	1	3	17	1	6	-11	1	-6
18	Cc1c(OCC(=O)NC(Cc2ccc(Cl)cc2)C(=O)O)ccc2c(-c3ccccc3)cc(=O)oc12 (stereo not drawn)	-15	-6	-4	-3	9	-4	1	-13
19	Cc1ccc(Nc2ncnc(N)n2)cc1C	-8	0	1	-2	2	-9	0	-11
20	CCOC(=O)/C(C#N)=C/c1cn(CCC(=O)O)nc1-c1cccc(Br)c1	-4	-1	6	-2	17	-7	1	-17
21	N/C(=N\O)c1ccccc1N1CCCCC1	-3	3	18	5	-6	-6	1	-8
22	CC(C)(C)c1ccc(OCC(=O)NCc2ccco2)cc1	-13	-9	11	-11	3	13	-2	7
23	CCN(CC(=O)Nc1ccc(OC)cc1)C(=O)c1ccc2c(c1)NC(=O)CS2	-9	-11	10	-4	-3	-3	-1	5
24	O=C(CSc1nnc(-c2ccccc2O)n1-c1ccccc1)Nc1cccc(C(=O)O)c1	-5	-6	-52	7	-12	7	1	-24
25	CCOC(=O)C1CCN(S(=O)(=O)c2cccc(-c3cn4ccccc4n3)c2)CC1	-8	-1	-398	-2	-5	10	-1	-10
26	O=C(Cn1cc[n+](CC(=O)c2ccc(Cl)cc2Cl)c1)c1ccc(Cl)cc1Cl	-11	0	22	-6	-2	20	0	-8
27	CCCCC(=O)Nc1cccc(C(=O)N/N=C/c2ccc(OC)cc2OC)c1	-3	1	-141	4	-5	9	-5	-2
28	CCOc1ccccc1C(=O)n1nc(C)cc1C	-16	-3	15	-14	-1	15	1	-3
29	COc1cccc(CN2CCNC(=O)C2CC(=O)N(C)C2CCOCC2)c1OC (stereo not drawn)	-5	6	-14	-3	-2	-7	-4	0
30	O=C(c1nc(-c2ccccc2)n(-c2ccccc2)n1)N1CCCCCC1	-4	-11	31	-5	-2	7	3	10

Nos. 1–5, reprinted for reference:
item	mol	SENP6 inh	SENP7 inh	SENP8 block-1	SENP8 block-2	HKDC1 inhibitor	Apaf-1 inh	SENP1 FRET inh	PfGluPho inh
1	Cc1ccc(C(=O)OCC(=O)Nc2ncc(Cl)cc2Cl)cc1NC(=O)c1ccco1	13	2	2	0	-6	-3	-9	12
2	Cc1ccc(C(=O)OCc2cc(=O)n3ccsc3n2)s1	-18	0	-33	-1	1	-6	2	12
3	Nn1cnnc1N/N=C/c1ccc(Cl)c([N+](=O)[O-])c1	-8	-4	66*	-7	13	3	2	73*
4	Cc1cc2c(cc1S(=O)(=O)CCC(=O)N(C)C1CCCCC1)OCC(=O)N2	-6	11	4	-6	-6	4	1	3
5	CCOCC(=O)Nc1ccc(S(=O)(=O)N2CCOCC2)cc1	-14	0	27	2	1	-3	1	-25

Next part.
item	mol	SENP6 inh	SENP7 inh	SENP8 block-1	SENP8 block-2	HKDC1 inhibitor	Apaf-1 inh	SENP1 FRET inh	PfGluPho inh
31	Cc1ccc(S(=O)(=O)N2CCN(C(=O)COC(=O)C3CCC3)CC2)cc1	-17	5	17	-6	-5	-1	0	2
32	COc1ccc2c(c1)c1nc3ccccc3nc1n2CCn1c(=O)oc2ccccc21	-8	0	22	-2	7	-4	54*	-5
33	CC1=CC(c2ccc(Cl)cc2)n2nc(NC(=O)CCCC(=O)O)nc2N1 (stereo not drawn)	-5	3	-291	2	-2	1	-62	-12
34	CCOC(=O)c1c(C)nn(Cc2ccccc2)c1N	-8	-11	13	-1	-3	10	0	-1
35	Cc1cc(/C=C2\SC(N)=NC2=O)c(C)n1-c1ccc(F)cc1	3	-2	-115	1	2	6	-50	3
36	Cc1cc(C)n(CC(O)CN(c2ccccc2)S(=O)(=O)c2ccc3ccccc3c2)n1 (stereo not drawn)	3	-7	12	-8	4	12	-1	-15
37	CCOc1cc(C(=O)Nc2ccc(S(=O)(=O)Nc3cc(C)on3)cc2)cc(OCC)c1OCC	-43	-13	10	-1	-3	19	1	-21
38	COc1ccc(C(=O)Nc2c(-c3cccs3)c(=O)c3ccccc3n2C)cc1	5	3	-84	0	1	-19	-18	17
39	Cn1c(=O)[nH]c(=O)c2c1nc(NN)n2CCOc1ccccc1	4	-1	-18	6	-1	-37	5	45
40	CC12CN3CC(C)(CN(C1)C3c1ccccc1)C2O (stereo not drawn)	16	2	12	8	-2	-16	2	3
41	CCN1CCN(C(=O)/C=C/c2ccc(F)cc2)CC1	3	-2	12	2	-6	-3	3	2
42	CCCCn1nc(NC(=O)CC(C)C)c2cc3cc(OC)ccc3nc21	15	-3	-294	1	1	10	-22	2
43	COc1ccccc1N1C(=O)c2ccccc2NC1c1ccc(O)cc1 (stereo not drawn)	4	0	-300	-6	-1	4	-8	-1
44	N#CCn1nnc(-c2ccc3c(c2)OCO3)n1	-8	-2	11	-3	4	0	0	2
45	Cc1cc(SCc2cccc([N+](=O)[O-])c2)nc(=O)[nH]1	-2	-11	16	-10	-2	8	0	15
46	Cc1ccc(NC(=O)COC(=O)C2=COCCO2)c([N+](=O)[O-])c1	0	13	3	0	-5	-12	3	-6
47	COc1ccc(-c2cc(C(=O)N3CCN(c4ccccc4)CC3)no2)cc1	-10	-8	6	-5	-2	16	-1	2
48	O=C(Nc1cccc(F)c1)c1ccc(-c2ccccc2Cl)o1	54*	34	-6	42	2	13	0	79*
49	CCN(C[C@H]1N[C@@](C)(C(=O)OC)[C@H]2C(=O)N(C)C(=O)[C@@H]12)C(=O)c1ccccc1	10	4	1	6	-4	-4	-1	-1
50	COc1ccccc1NC(=O)C(NC(=O)OC(C)(C)C)C(C)OCc1ccccc1 (stereo not drawn)	-10	-5	14	-2	2	-5	0	13
51	CN1C(=O)C(=O)N(CC(=O)N2CCc3ccccc32)C1=O	-8	-1	14	-1	-7	-7	-1	3
52	O=C(Nc1ccc(S(=O)(=O)NCc2ccco2)cc1)c1ccc(F)cc1	-8	1	6	3	-4	10	0	-3
53	C=CCOC(=O)N1CCN(c2cccc(C(F)(F)F)c2)CC1	-2	1	7	-6	0	15	0	-8
54	Cc1ccc(F)cc1NC(=O)CCc1c(C)[nH]c(=O)c(C#N)c1C	-47	-4	-58	-7	-1	0	-6	15
55	CCCCN(CC)Cc1ccc(CNC(=S)Nc2cccc(F)c2)o1	-16	-1	3	2	6	-10	-5	-6
56	CC(C)N(Cc1nccn1C)C(=O)c1ccc2oc(CCCc3ccccc3)nc2c1	-17	1	5	-5	0	24	3	-2
57	CCC(=O)N1CCc2cc(S(=O)(=O)NCCC(=O)Nc3cc(C)cc(C)c3)ccc21	-8	-8	13	-7	-1	8	0	-11
58	CCOC(=O)C1CCCN(C(=O)C2CC(=O)N(c3ccc(C)cc3)C2)C1 (stereo not drawn)	-3	2	18	-3	-9	-21	2	-7
59	O=S(=O)(c1cccc(-c2nnc(-c3cccnc3)o2)c1)N1CCCCC1	7	6	4	-4	2	0	2	-5
60	CCCNc1c(N)c(=O)c1=O	-5	4	9	-2	-4	-16	1	-14

The listing continues.
item	mol	SENP6 inh	SENP7 inh	SENP8 block-1	SENP8 block-2	HKDC1 inhibitor	Apaf-1 inh	SENP1 FRET inh	PfGluPho inh
61	COc1ccc(C(C#N)N2CCC(c3ccccc3)=N2)cc1OC (stereo not drawn)	-5	1	-38	16	-7	-6	-135	4
62	Cc1cc(NC(=O)CSc2nnc(-c3ccco3)o2)no1	-22	2	19	5	1	-10	3	1
63	C=CCN1C2=NCCCN2c2ccccc21	15	2	14	-9	-9	-10	3	-16
64	CC(C)CNC(=O)NC(=O)COC(=O)COc1ccc(Cl)cc1Cl	-11	5	26	-4	-5	-1	7	8
65	CCOc1c(Nc2ccc(C(C)C)cc2)c(=O)c1=O	-18	10	-5	-11	-3	-6	0	-6
66	Cc1ccccc1CSCC(=O)NCCSc1ccccn1	-18	-4	3	0	-2	-3	-1	1
67	CN(C)/C=N/c1sccc1C(N)=O	3	11	21	1	-3	-4	-8	2
68	COc1cc(C2C(C#N)=C(N)OC3=C2C(=O)CCC3)ccc1OC(=O)N1CCOCC1 (stereo not drawn)	-19	4	7	-2	-6	-2	-2	-9
69	O=C(CSCc1ccco1)Nc1cc(C(F)(F)F)ccc1N1CCOCC1	-9	-4	17	-7	-7	-12	-1	25
70	COc1ccccc1C(=O)Nc1nnc(C)s1	0	4	-2	-6	14	-23	2	7
71	CCOC(=O)COc1ccc2c(c1)C(=O)CC1(CCCCC1)O2	3	-3	-292	0	-3	-8	-1	-3
72	CCN(CC)c1ccc(/C=C(\C#N)c2ccccn2)cc1	84*	88*	2	88*	-3	16	-25	19
73	CON(c1nc(N(C)C)nc(N(C)C)n1)S(=O)(=O)c1ccccc1Cl	-5	-11	4	-5	-7	1	2	-5
74	O=C(NC1CCCCCCC1)C1CCN(S(=O)(=O)N2CCC3(CC2)OCCO3)CC1	-6	5	9	-1	-9	4	2	-5
75	COc1ccc2cc(C(=O)C3CCCN(C(=O)CCc4cnn(C)c4)C3)ccc2c1 (stereo not drawn)	8	-2	-359	0	13	-5	1	10
76	O=C(COC(=O)C12CC3CC(CC(C3)C1)C2)NCc1ccccc1	-7	4	1	3	-3	6	1	2
77	O=[N+]([O-])c1cccc(NC(=S)N2CCc3ccccc32)c1	27	7	5	4	5	7	0	17

Compounds as they come. Share with any hit: about 3.6%.
